CCR6 antagonist: CCR6 receptor antagonists, primary screen, cell-based, CHO-K1, luminescence, beta-arrestin, uHTS; C-C chemokine receptor type 6 (Homo sapiens), P51684; CHO-K1 CCR6 PathHunter beta-arrestin, CCL20-stimulated; inhibition, % at 20 µM; 340,000 compounds, 0.49% hits; AID 493098, 2011;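 active = compounds whose inhibition of the agonist-driven luminescence signal at 20 µM reaches about 50%, limit read from the data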;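 note: cells stimulated with CCL20 at 14 nM final; plate controls were DMSO with CCL20 for no effect and DMSO without agonist for full effect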
Target sequence (P51684 whole entry, looked up): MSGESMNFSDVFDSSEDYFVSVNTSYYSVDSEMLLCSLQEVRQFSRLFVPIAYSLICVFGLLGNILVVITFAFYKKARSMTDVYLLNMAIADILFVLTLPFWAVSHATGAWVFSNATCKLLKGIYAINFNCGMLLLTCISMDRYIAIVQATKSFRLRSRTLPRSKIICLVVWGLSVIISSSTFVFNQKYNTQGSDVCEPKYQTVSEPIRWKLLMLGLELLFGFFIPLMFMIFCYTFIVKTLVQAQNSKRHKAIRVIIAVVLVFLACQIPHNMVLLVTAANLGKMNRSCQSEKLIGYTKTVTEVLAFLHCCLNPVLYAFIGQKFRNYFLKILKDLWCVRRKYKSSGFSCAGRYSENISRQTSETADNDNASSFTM
SENP8 inh: SENP8 protease inhibitors, primary screen, biochemical, luminescence | purified SENP8, Z-RLRGG-aminoluciferin cleavage | inhibition, % at 10 µM | 330,000 compounds, 1.2% hits | Sentrin-specific protease 8 (Homo sapiens), Q96LD8
697 NFkB inh: inhibitors of PMA/ionomycin-induced NF-kB reporter, 697 cells, primary screen, B-cell NF-kB inhibitor project, cell-based, luminescence, uHTS; 697 B-cell NF-kB luciferase reporter, 16 h; inhibition, % at 4 µM; 330,000 compounds, 0.33% hits; in the data active = inhibition above about 35%
UBC13 polyUb: UBC13 polyubiquitin chain formation inhibitors, primary screen, biochemical, TR-FRET, uHTS; Ubiquitin-conjugating enzyme E2 N (Homo sapiens), P61088; 330,000 compounds, 0.47% hits; inhibition, % at 20 µM; in the data active = inhibition above about 45%, passing the limit was not always enough
Target sequence (P61088 whole entry, looked up): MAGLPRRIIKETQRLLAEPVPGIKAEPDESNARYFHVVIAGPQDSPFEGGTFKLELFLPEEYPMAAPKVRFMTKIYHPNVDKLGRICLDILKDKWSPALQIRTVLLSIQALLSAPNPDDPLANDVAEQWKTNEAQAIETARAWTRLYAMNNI
EBI2 antag: EBI2 receptor antagonists, beta-arrestin recruitment, primary screen, cell-based, luminescence, 7a,25-OHC stimulation, uHTS; G-protein coupled receptor 183 (Homo sapiens), P32249; 7a,25-OHC stimulated; inhibition, % at 5 µM; 360,000 compounds, 0.81% hits; in the data active = inhibition above about 38%;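 note: enzyme fragment complementation signal reports receptor beta-arrestin coupling in cells; 0% = agonist plus DMSO wells and 100% = wells without agonist; some results beyond the cut were filed as inactive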
Target sequence (P32249 whole entry, looked up, the tested form may be a part): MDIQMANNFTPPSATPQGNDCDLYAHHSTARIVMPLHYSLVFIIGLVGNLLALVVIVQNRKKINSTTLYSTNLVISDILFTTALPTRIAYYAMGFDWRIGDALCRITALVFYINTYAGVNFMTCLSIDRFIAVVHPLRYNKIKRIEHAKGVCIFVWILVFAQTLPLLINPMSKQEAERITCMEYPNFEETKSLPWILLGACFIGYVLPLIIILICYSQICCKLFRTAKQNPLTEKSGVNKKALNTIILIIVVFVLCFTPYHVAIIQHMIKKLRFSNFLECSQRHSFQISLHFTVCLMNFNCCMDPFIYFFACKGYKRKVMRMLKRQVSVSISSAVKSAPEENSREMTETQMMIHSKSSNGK
Apaf-1 inh: inhibitors of human Apaf-1 apoptosome, primary screen, biochemical, DEVD-Rh110 fluorescence, uHTS; Apoptotic protease-activating factor 1 (Homo sapiens), O14727; reconstituted apoptosome caspase-3 activity; inhibition, % at 20 µM; 330,000 compounds, 0.71% hits; AID 489030, 2010; active = inhibition of at least 40% at 20 µM;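 note: plate controls were DMSO wells for no effect and DEVD-CHO caspase inhibitor wells for full effect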
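Material: reconstituted apoptosome with Apaf-1, cytochrome c, caspase-9, procaspase-3, dATP; medium: pH 7.5 Hepes buffer with CHAPS, BSA, DTT; also added: cytochrome c and DEVD-Rh110 substrate; timing: 30 min plus 50 min, RT; signal: Rh110 fluorescence intensity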
Jurkat NFkB inh: inhibitors of induced NF-kB luciferase reporter, primary screen, TCR NF-kB activation inhibitor project, cell-based, luminescence, uHTS; inhibition, % at 4 µM; 330,000 compounds, 0.53% hits; Jurkat, PMA/ionomycin-induced NF-kB luciferase reporter
Gli-Sufu antag: Gli-Sufu pathway antagonists, primary screen, luciferase luminescence, Sufu-KO-LIGHT cells, uHTS; Sufu-KO-LIGHT fibroblasts, Gli luciferase reporter luminescence; inhibition, % at 5 µM; 340,000 compounds, 0.74% hits; AID 588413, 2011;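 active = inhibition above about 55%, limit read from the data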;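 note: 0% = DMSO-treated cells and 100% = wells with medium but no cells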
Starred values were filed as active, the others as inactive; · = no result given. Cut-off read from the data, not from the text of the source, unless noted: active = inhibition above about 50%; inactive = the rest. These rows are one share of the data. The share of hits here may be higher or lower than overall.

SMILES	CCR6 antagonist	SENP8 inh	697 NFkB inh	UBC13 polyUb	EBI2 antag	Apaf-1 inh	Jurkat NFkB inh	Gli-Sufu antag
C=CCNc1nc(Cl)nc(Nc2cc(Cl)ccc2OC)n1	8	0	-4	-2	12	-5	8	30
O=C(CCC(=O)N1CCOCC1)c1ccc(F)cc1	7	-5	5	22	-8	-3	2	-9
Cc1cc(Cl)ccc1NC(=O)/C=N/O	7	-4	14	2	5	-4	12	0
O=C1C=C(c2cccc(O)c2)C[C@@H](c2ccc(F)cc2)C1	9	-11	-17	-10	15	2	1	1
CC(C)CCN1CCN(Cc2cn[nH]c2C2CCCCC2)CC1CCO (stereo not drawn)	2	-2	5	1	-3	2	-36	4
COc1cc(C)c(-c2[nH]ncc2-c2csc(C)n2)c(O)c1	7	8	11	4	10	-3	-3	-3
CCn1cc(CN2CCC(n3nccc3NC(=O)C3CCCC3)CC2)cn1	7	-7	-16	-3	-6	2	-7	4
Cc1ccc(NC(=O)c2sc(=S)n(-c3cc(C)ccc3F)c2N)cc1	7	-4	-12	-4	17	-19	4	-9
O=C1C(Cl)=C(Nc2cccc(O)c2)C(=O)N1Cc1ccccc1	6	3	17	8	8	2	14	13
COc1cccc(N2CCN(S(=O)(=O)c3c(C)[nH]c(C)c3C(=O)N3CCCC3)CC2)c1	0	-5	-10	-8	-5	5	11	-14
COc1ccc(/C=N/Nc2nc3ccccc3o2)cc1O	-2	64*	1	-10	-3	12	-59	-75
COc1ccc(-c2nc(CS(=O)CC(=O)NCc3ccccn3)c(C)o2)cc1 (stereo not drawn)	3	10	10	1	1	-7	1	-3
CC(=O)Nc1ccc(S(=O)(=O)N(C)CC(=O)OCC(=O)N(C)c2ccccc2)cc1	-3	-2	26	-1	-4	12	-15	6
CCOc1ccc2c(c1)C(C)=CC(C)(C)N2S(=O)(=O)c1ccc(F)cc1	31	7	10	7	11	13	38	·
CC(C)OC(=O)c1c(NC(=O)c2cnn3c2NC(c2ccccc2)CC3C(F)(F)F)sc2c1CCCC2 (stereo not drawn)	-23	-10	15	-20	-11	-11	2	-7
O=C(CN(Cc1ccccc1F)C(=O)c1ccco1)NCc1ccc(F)cc1	12	2	14	5	34	0	5	2
C=CC[C@@H]1C=C[C@H](O/N=C/[C@@H](NS(=O)(=O)c2ccc(C)cc2)[C@H](C)/C=C/CC(=O)OC)[C@@H](CO)O1	·	6	14	1	·	3	-1	·
Cc1ccccc1Nc1nc(N)nc(COC(=O)c2ccco2)n1	2	-5	0	13	-10	-7	-19	-17
COc1cccc(CNC(=O)C2CCCN(c3nn4c(=O)cc(C)nc4s3)C2)c1 (stereo not drawn)	-24	7	11	4	-3	-7	0	-3
Cn1c(SCC(=O)NC2CC2)nnc1-c1ccco1	1	5	-14	-2	-5	2	-6	-11

No new results follow: two of the compounds above.
SMILES	CCR6 antagonist	SENP8 inh	697 NFkB inh	UBC13 polyUb	EBI2 antag	Apaf-1 inh	Jurkat NFkB inh	Gli-Sufu antag
COc1cccc(CNC(=O)C2CCCN(c3nn4c(=O)cc(C)nc4s3)C2)c1 (stereo not drawn)	-24	7	11	4	-3	-7	0	-3
Cn1c(SCC(=O)NC2CC2)nnc1-c1ccco1	1	5	-14	-2	-5	2	-6	-11

(listing goes on)
SMILES	CCR6 antagonist	SENP8 inh	697 NFkB inh	UBC13 polyUb	EBI2 antag	Apaf-1 inh	Jurkat NFkB inh	Gli-Sufu antag
CCN1CCN(S(=O)(=O)c2ccc(Cl)c(C(=O)NC(C)c3ccccc3Cl)c2)CC1 (stereo not drawn)	10	3	-4	4	-8	25	-5	8
CC(=O)c1nn(-c2cccc(Br)c2)cc1C(=O)c1ccccc1	12	-13	10	-7	-5	-6	-11	3
Cc1n[nH]c(C)c1CCNC(=O)C1CCC(=O)N(Cc2ccccc2F)C1 (stereo not drawn)	10	-5	19	9	1	-4	5	-1
CCOC(=O)C1=C(C)NC(=O)C(C#N)C1c1ccco1 (stereo not drawn)	0	-2	3	-2	-9	-5	-5	-5
Nc1nc(SCC(=O)Nc2ccc(Br)cc2Br)n[nH]1	7	3	-8	8	-3	4	6	1
Cc1ccc(C(=O)Nc2ccc3c(c2)OCO3)cc1S(=O)(=O)N1CCCC1	-5	-9	-55	-2	-2	14	-69	10
CC(Oc1coc(CN2CCN(C(=O)c3ccco3)CC2)cc1=O)c1ccccc1 (stereo not drawn)	5	19	-2	1	-8	4	9	-4
C=CCNC(=O)/C(=C\c1ccc2c(c1)OCO2)NC(=O)c1ccc(Br)cc1	21	-12	-4	-13	-9	3	9	-5
O=C(NC(=O)c1ccccc1Cl)C(=O)Nc1ccc(Cl)cc1	1	0	-24	-10	-9	-1	3	-9
CC1(C)CC(=O)c2sc(NC(=O)CCS(=O)(=O)c3ccccc3)nc2C1	18	-1	-1	-12	7	3	16	3
COC(=O)c1cc(NC(=O)CN(c2cccc(OC)c2)S(=O)(=O)c2ccccc2)ccc1Cl	27	-10	11	-7	17	13	4	8
Cc1nn(-c2ccccc2)c(Cl)c1/C=N/NC(=O)c1cccc(S(=O)(=O)N2CCCC2)c1	18	-7	-41	-12	6	7	11	6
Cc1nc(NC(=O)c2ccco2)sc1-c1csc(Nc2ccc(Cl)cc2Cl)n1	-2	-8	-15	-27	10	5	1	11
O=C(Nc1ccccc1-c1nnn(CC(=O)N2CCN(c3ccccc3)CC2)n1)c1cccs1	0	-1	11	1	-8	4	17	13
Cc1ccc(S(=O)(=O)N2CCOCC2)cc1NC(=O)CNCc1cccnc1	-1	-2	-1	-2	6	-5	12	2
CCOc1ccc(N(CC(=O)O)S(=O)(=O)c2cccnc2)cc1	-11	-2	-9	-2	-2	13	-4	-4
CCCCCCCCCCCCCCCC(=O)OC[C@H](COP(=O)([O-])OCC[N+](C)(C)C)OC(=O)CCCCCCCCCCCCCCC	·	-5	-9	-6	·	-4	7	·
Cc1nc(-c2c(C(=O)NNC(=O)Nc3c(C)cccc3C)noc2C)cs1	7	-5	13	-3	5	-1	-3	2
COc1ccc(C[C@H]2CN3C(=NC[C@H]3Cc3ccccc3)N2CCNC(=O)CCC2CCCCC2)cc1	1	-8	5	66*	3	31	9	28
Cc1nn(C)c(C)c1NC(=O)c1ccc(Br)o1	5	0	20	-3	1	-12	1	-8
CC1(C)CC(=O)C2=C(C1)OC(=O)C2(NC(=O)c1cccs1)C(F)(F)F (stereo not drawn)	-2	-3	-3	2	-4	-8	8	-6
C[C@H](CO)N1C[C@H](C)[C@@H](CN(C)S(=O)(=O)c2ccc(F)cc2)Oc2c(NC(=O)Nc3ccc(C(F)(F)F)cc3)cccc2C1=O	-3	3	20	32	0	15	-1	20
COc1ccc(S(=O)(=O)c2ccc(OCC3CO3)cc2)cc1 (stereo not drawn)	-11	-7	12	-14	-3	2	7	19
COC(=O)c1c(NC(=O)/C=C/C(=O)O)sc(C)c1-c1ccc(C)cc1	-3	-14	3	-3	-13	16	-8	-8
COc1ccc(/C=N/N2CCN(C)CC2)cc1OC	-14	1	22	0	-8	-5	-4	1
Cc1onc(-c2ccccc2)c1C(=O)N/N=C(\N)COc1ccc(Cl)cc1	4	-3	-4	-5	6	-13	0	2
S=C(NCc1ccccc1)N/N=C/c1cccs1	2	-1	-9	-3	1	-6	-11	-5
CCOc1ccc(C(CC(=O)O)NC(=O)c2cccs2)cc1 (stereo not drawn)	2	1	13	16	-4	-5	9	1
C=CCn1c(=O)/c(=C/c2cc(OC)c(OC)c(OC)c2)s/c1=C(/C#N)c1nc2ccccc2n1C	3	7	24	-18	-1	0	-9	-2
O=C(NC1CCCCC1)c1ccc(COc2ccccc2)o1	10	2	-41	-3	-10	8	-5	5
O=C(COc1ccc(-c2nnc(N3CCCCC3)c3ccccc23)cc1)N1CCCCC1	14	6	-10	5	-12	15	7	-6
CCc1ccccc1NC(=O)CN1CCN(CC(=O)NCc2ccc(Cl)cc2)CC1	7	-8	-7	5	10	11	12	11
Cc1cc([N+](=O)[O-])nn1CC(=O)Nc1cccc2nonc12	3	0	7	2	1	-6	14	5
O=C(CCNS(=O)(=O)c1ccccc1)OCC(=O)c1ccc(Cl)cc1	12	7	-2	-2	-1	11	-2	-6
COCC(C)n1c(C)cc(C(=O)COC(=O)CN=C2NS(=O)(=O)c3ccccc32)c1C (stereo not drawn)	10	5	-14	1	-3	-1	11	-16
COc1ccc([C@@H]2CC=C(C(=O)O)[C@H](c3ccc(C)cc3)N2S(=O)(=O)c2ccc(C)cc2)cc1OC	19	13	-1	11	0	-11	4	4
CC(C)c1ccccc1NC(=S)NC1CCN(Cc2ccccc2)CC1	14	-13	1	-5	-4	13	1	3
O=C(O)CCSc1nnc(SCC(=O)NC2CCS(=O)(=O)C2)s1 (stereo not drawn)	-4	-9	3	-19	3	-7	-6	-11
O=C(CSc1nnc(CNc2ccc(F)cc2)n1CC1CCCO1)Nc1ccccc1 (stereo not drawn)	-18	-8	11	15	12	1	-3	6
COCCn1c(SCC#N)nnc1-c1ccc([N+](=O)[O-])cc1	3	3	8	-1	7	-8	3	1
CCCCCCCCNCCS(=O)(=O)NN1CCOCC1	11	·	-4	·	0	21	·	-24

Of the compounds above, these have a furan ring, fused or not.
SMILES	CCR6 antagonist	SENP8 inh	697 NFkB inh	UBC13 polyUb	EBI2 antag	Apaf-1 inh	Jurkat NFkB inh	Gli-Sufu antag
O=C(CN(Cc1ccccc1F)C(=O)c1ccco1)NCc1ccc(F)cc1	12	2	14	5	34	0	5	2
Cc1ccccc1Nc1nc(N)nc(COC(=O)c2ccco2)n1	2	-5	0	13	-10	-7	-19	-17
Cn1c(SCC(=O)NC2CC2)nnc1-c1ccco1	1	5	-14	-2	-5	2	-6	-11
CCOC(=O)C1=C(C)NC(=O)C(C#N)C1c1ccco1 (stereo not drawn)	0	-2	3	-2	-9	-5	-5	-5
CC(Oc1coc(CN2CCN(C(=O)c3ccco3)CC2)cc1=O)c1ccccc1 (stereo not drawn)	5	19	-2	1	-8	4	9	-4
Cc1nc(NC(=O)c2ccco2)sc1-c1csc(Nc2ccc(Cl)cc2Cl)n1	-2	-8	-15	-27	10	5	1	11
Cc1nn(C)c(C)c1NC(=O)c1ccc(Br)o1	5	0	20	-3	1	-12	1	-8
O=C(NC1CCCCC1)c1ccc(COc2ccccc2)o1	10	2	-41	-3	-10	8	-5	5
